From PubChem
JMJD2A Tudor inh: blocks the human JMJD2A Tudor domain; Potency, µM (highest dose often 114 µM), for the others: at the highest dose activity change, negative = inhibition, usual class: inhibitors; AlphaScreen JMJD2A-Tudor / H3K4me3 peptide binding; O75164; 390,000 compounds, 4.4% hits; AID 504339; further: on the % scale 0 is the no-effect control and ±100 the full control effect; nearly all actives have a fitted effect of over 50% in size
BLM inh: Bloom syndrome helicase (human) inhibition; recombinant BLM DNA unwinding, fluorescence dequenching; Potency, µM (titrated, usually from 56.1 µM), inactives show at the highest dose activity change, negative = inhibition, hits mostly inhibitors; 350,000 compounds, 0.2% hits; P54132; AID 2528;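 further: plate controls were vehicle for no effect and no enzyme for full effect; nearly all actives have a fitted effect of over 35% in size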
Pol iota inh: inhibitors of human DNA polymerase iota | Pol iota fluorescent replication assay, 10 min | 390,000 compounds, 1% hits | Potency, µM (doses to about 115 µM), without a hit: at the top dose activity, negative = inhibition, actives largely listed as inhibitors | Q9UNA4
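Pol iota at 10 nM preincubated 15 min with compounds at room temperature; reaction started with fluorescent substrate, 50 nM final. Fluorescence read kinetically at 0 and 10 min; buffer-only wells as negative control.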
Pin1 inh: inhibitors of human Pin1 | Q13526 | Pin1 FP peptide displacement, HiFluor488, 10 min | Potency, µM (series often up to 115 µM), inactives show at the highest dose activity, negative = inhibition, usual class: inhibitors | 390,000 compounds, 0.009% hits | AID 504891; active means well fitted inhibition curve with a large enough effect in the polarisation, with a control signal flat, not every such curve was filed as active; inconclusive means small, poorly fitted or top-dose-only effect, or effect the other way, or a change in a side signal; inactive means no such curve, though single readings can be large or run the other way; the % refers to the polarisation; further: on the % scale 0 is the no-effect control and ±100 the full control effect
GLS inhibitor: inhibitors of human glutaminase (GLS); 410,000 compounds, 0.21% hits; Potency, µM (top dose mostly 45.5 µM), without a hit: top-dose activity change, negative = inhibition, actives largely listed as inhibitors; GLS enzymatic activity, qHTS titration; O94925; further: on the % scale 0 is the no-effect control and ±100 the full control effect
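hKGA; 45 mM KH2PO4 pH 8.2 + 0.02% Tween-20; cpd via pin tool; 1 mM Gln soln; GluOx/HRP/Amplex Red; RT 30 min; fluor. t0 & final.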
HP1b binding inh: HP1-beta chromodomain-methylated histone interaction inhibition. P83916. AlphaScreen HP1-beta / biotin-H3K9me3 peptide binding. Potency, µM (series often up to 114 µM), for the others: at the top dose activity change, negative = inhibition, usual class: inhibitors. 390,000 compounds, 0.56% hits; further: nearly all actives have a fitted effect of over 70% in size; inactives centre near 23
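AlphaScreen: HP1-beta (50 nM) preformed 30 min with biotin-H3(1-18)K9me3 peptide (50 nM) in PBS pH 7.4, 0.01% Tween-20. Compound added for 30 min at RT, then streptavidin donor/nickel chelate acceptor beads (10 ug/mL) for 30 min.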
BAZ2B block: BAZ2B (human) inhibition. AID 504333. AlphaScreen BAZ2B-H3K14Ac peptide displacement. Potency, µM (doses to about 114 µM), inactives show top-dose activity change, negative = inhibition, usual class: inhibitors. 360,000 compounds, 4.4% hits. Q9UIF8; further: on the % scale 0 is the no-effect control and ±100 the full control effect; nearly all actives have a fitted effect of over 60% in size
Target sequence (Q9UIF8 whole entry, looked up): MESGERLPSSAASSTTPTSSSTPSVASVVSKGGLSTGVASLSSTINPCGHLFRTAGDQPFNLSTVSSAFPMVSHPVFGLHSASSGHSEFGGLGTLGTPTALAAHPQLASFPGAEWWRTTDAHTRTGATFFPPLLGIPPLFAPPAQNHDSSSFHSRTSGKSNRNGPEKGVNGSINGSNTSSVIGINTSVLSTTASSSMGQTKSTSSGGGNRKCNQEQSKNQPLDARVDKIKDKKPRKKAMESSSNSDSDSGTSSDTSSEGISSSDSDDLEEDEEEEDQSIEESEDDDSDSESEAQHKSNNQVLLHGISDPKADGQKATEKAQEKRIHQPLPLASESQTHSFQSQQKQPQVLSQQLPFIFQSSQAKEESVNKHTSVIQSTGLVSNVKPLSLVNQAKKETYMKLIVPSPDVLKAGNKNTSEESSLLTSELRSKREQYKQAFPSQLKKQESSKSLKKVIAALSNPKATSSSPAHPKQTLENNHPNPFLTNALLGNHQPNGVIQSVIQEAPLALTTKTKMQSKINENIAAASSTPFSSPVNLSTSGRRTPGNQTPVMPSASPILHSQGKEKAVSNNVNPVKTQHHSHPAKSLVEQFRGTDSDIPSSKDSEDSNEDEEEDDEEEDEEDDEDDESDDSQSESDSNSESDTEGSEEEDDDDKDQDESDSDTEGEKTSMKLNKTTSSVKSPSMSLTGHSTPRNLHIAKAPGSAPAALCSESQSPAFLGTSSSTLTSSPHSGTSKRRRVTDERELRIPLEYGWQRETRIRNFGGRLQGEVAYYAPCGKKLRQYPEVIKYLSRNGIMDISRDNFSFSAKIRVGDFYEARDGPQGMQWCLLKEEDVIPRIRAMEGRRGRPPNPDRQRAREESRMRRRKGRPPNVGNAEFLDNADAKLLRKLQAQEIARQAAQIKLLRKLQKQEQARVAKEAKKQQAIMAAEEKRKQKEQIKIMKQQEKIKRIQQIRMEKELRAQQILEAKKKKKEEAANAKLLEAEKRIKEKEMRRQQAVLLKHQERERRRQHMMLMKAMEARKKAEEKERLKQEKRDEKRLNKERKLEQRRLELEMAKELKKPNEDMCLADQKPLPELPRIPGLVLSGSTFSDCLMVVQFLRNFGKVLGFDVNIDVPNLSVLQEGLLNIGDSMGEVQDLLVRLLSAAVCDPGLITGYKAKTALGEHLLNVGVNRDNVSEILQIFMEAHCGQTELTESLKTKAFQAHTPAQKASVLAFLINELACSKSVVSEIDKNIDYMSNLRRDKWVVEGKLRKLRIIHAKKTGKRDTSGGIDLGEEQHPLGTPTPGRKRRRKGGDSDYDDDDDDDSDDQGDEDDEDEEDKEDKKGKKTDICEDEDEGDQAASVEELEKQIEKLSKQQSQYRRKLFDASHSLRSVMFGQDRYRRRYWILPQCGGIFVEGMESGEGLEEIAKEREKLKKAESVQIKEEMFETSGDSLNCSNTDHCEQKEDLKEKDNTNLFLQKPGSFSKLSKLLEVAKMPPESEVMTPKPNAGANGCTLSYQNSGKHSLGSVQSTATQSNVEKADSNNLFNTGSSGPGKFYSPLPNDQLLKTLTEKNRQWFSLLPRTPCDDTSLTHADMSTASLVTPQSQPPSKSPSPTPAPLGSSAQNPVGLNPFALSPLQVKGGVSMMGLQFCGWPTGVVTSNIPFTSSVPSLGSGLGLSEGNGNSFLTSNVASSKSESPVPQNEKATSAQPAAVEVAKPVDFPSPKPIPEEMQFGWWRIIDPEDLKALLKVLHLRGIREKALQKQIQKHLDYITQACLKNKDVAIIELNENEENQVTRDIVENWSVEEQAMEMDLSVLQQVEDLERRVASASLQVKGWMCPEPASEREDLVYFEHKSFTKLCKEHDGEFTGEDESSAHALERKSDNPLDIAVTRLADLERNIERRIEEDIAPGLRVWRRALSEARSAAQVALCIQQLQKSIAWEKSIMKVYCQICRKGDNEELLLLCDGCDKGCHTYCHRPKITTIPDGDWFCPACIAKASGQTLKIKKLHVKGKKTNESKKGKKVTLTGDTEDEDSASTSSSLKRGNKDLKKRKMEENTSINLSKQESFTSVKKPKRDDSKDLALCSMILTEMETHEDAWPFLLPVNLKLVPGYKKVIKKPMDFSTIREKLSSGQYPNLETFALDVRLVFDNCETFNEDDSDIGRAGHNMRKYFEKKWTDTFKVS
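AlphaScreen displacement of biotin-H3(5-23)K14Ac peptide (50 nM final) from BAZ2B (50 nM final) in PBS pH 7.4, 0.01% Tween-20; complex preformed 30 min RT, then compounds (top 110 uM) 30 min RT, beads 20 min dark.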
Tb PGK inh: inhibitors of T. brucei phosphoglycerate kinase | 380,000 compounds, 0.043% hits | PGK/GAPDH coupled, Kinase-Glo luminescence, 60 min | P07378 | Potency, µM (doses to about 57.5 µM), for inactives: top-dose activity change, negative = inhibition, most hits filed as inhibitors; further: on the % scale 0 is the no-effect control and ±100 the full control effect; nearly all actives have a fitted effect of over 60% in size
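Recombinant glycosomal PGK reaction used 1,3-bisphosphoglycerate generated in-well by GAPDH (100nM final) in 100mM TEA pH 7.6, 5mM MgCl2, 0.01% Tween-20. After 60 minutes at room temperature, ATP was read by Kinase-Glo Plus luminescence end-point.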
G9a inh: blocks human histone lysine methyltransferase G9a; Q96KQ7; G9a H3K9 monomethylation, AlphaScreen, 2 h; Potency, µM (titrated, usually from 102 µM), inactives show at the top dose activity, negative = inhibition, most hits filed as inhibitors; 350,000 compounds, 8.8% hits; AID 504332; further: on the % scale 0 is the no-effect control and ±100 the full control effect; nearly all actives have a fitted effect of over 75% in size
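Compounds were preincubated with 20 nM G9a for 15 min, after which biotinylated H3K9 peptide (500 nM) and SAM (20 uM) started a 2 h room-temperature reaction. Monomethylated product was quantified by antibody-based AlphaScreen chemiluminescence.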
* marks the source's active call; other numbers are inactive results; i = inactive; ? = inconclusive; . = not tested or not shown; [ ] = another dose, or the depositor's remark. Unless noted, the call rests on the fitted dose curve; in most records, active means well fitted curve in the direction sought with a large enough effect; inconclusive means small, poorly fitted or top-dose-only effect, or another doubt; inactive means no such curve, though single readings can be large; an effect the other way counts as inactive or inconclusive. Potency means the concentration at half of the fitted maximal effect.

JMJD2A Tudor inh	BLM inh	Pol iota inh	Pin1 inh	GLS inhibitor	HP1b binding inh	BAZ2B block	Tb PGK inh	G9a inh	mol
-27%	2%	-26%	1%	5%	-7%	-6%	10%	1%	COc1ccccc1C(=O)c1c(C)c(CCC#N)n2ccccc12
6%	-2%	19%	-3%	-3%	31%[activator]	-22%	-3%	1%[2.33 µM]	N#Cc1nc(-c2ccco2)oc1N1CCC(C(N)=O)CC1
-3%	-3%	6%	-1%	1%	-5%	-6%	1%	-1%	CCC(C(=O)NC1CCCCC1)N(Cc1cccs1)C(=O)CCC(=O)Nc1cc(C)on1 (configuration not stated)
-11%	-4%	85%[activator]	-1%	26%	10%	-1%	-3%	56%	O=C(CCN1C(=O)c2ccccc2C1=O)Nc1cccc(S(=O)(=O)NC2=NCCC2)c1
-6%	4%	11%	-3%	7%	12%	6%	-5%	10%[59 µM]	Cn1c(=NC(=O)CSCC(=O)N2CCCC2)sc2ccccc21
-5%	-6%	0%	6%	-1%	42%[activator]	-39%	-10%	-2%	CCOC(=O)c1sc(Nc2ccc(OCC)cc2)nc1C
6%	-3%	?	-2%	-6%	12%	-4%	-2%	20%	C/C(=N/NC(=O)CNC(=O)c1cccnc1)c1ccc(Cl)cc1
-23%[57.1 µM]	0%	12%	0%	3%	57%[activator]	10%	-5%	28%[59 µM]	COc1ccc(C2C(C(=O)N3CCCC3)CC(=O)N2c2ccc(OC)cc2)cc1 (configuration not stated)
-20%	-2%	36%[activator]	-9%	2%	19%	2%	-8%	6%	CN(Cc1cnn(C)c1)Cc1nc(-c2ccc(Cl)cc2)no1
-12%	0%	25%	-1%	-8%	17%	-17%	i	23%	CC(NC(=O)COC(=O)COc1cccc2c1OC(C)(C)C2)c1ccccc1 (configuration not stated)
-5%	.	25%	1%	-3%	24%	-7%	-9%	-15%[59 µM]	CC(=O)c1c(C)[nH]c(C(=O)COC(=O)c2nccnc2N)c1C
-8%	-8%	5%	-7%	4%	55%[activator]	3%	-3%	4%[59 µM]	c1ccc2c(c1)NC(c1ccncc1)n1c-2nc2ccccc21 (configuration not stated)
-24%	1%	?	-1%	-2%	1%	-25%	-5%	-29%[59 µM]	O=C(CSc1ncc(S(=O)(=O)c2ccc(Br)cc2)c(=O)[nH]1)Nc1ccc2c(c1)OCCO2
-1%[11.4 µM]	-1%	?	0%	-1%	12%	-3%	7%	-40%[12.7 µM]	CCOc1cc(C(=O)Nc2ncccn2)cc(OCC)c1OCC
-27%	0%	29%	-3%	6%	28%	-2%	-8%	18%[12.7 µM]	Cc1nnc(Sc2nc3c(c(=O)[nH]c(=O)n3C)n2Cc2ccccc2)s1
40µM*	-4%	30%	3%	14%	?	50µM*	.	25µM*	Cc1ccc(CN2CCN(/N=C/c3cccn3C)CC2)c(C)c1
-20%	.	-4%	2%	2%	10%	?	6%	1%[2.33 µM]	CC(=O)c1c(C)[nH]c(C(=O)COC(=O)c2cccnc2Cl)c1C
?	1%	-4%	1%	0%	30%	-4%	-9%	50µM*	COc1cc(CO)cc(Br)c1OCC(=O)O
-17%	-4%	11%	-1%	-6%	22%	-3%	-3%	2%	CS(=O)(=O)Nc1ccc(OCc2ccccc2)cc1
3%	1%	3%	-1%	-3%	44%[activator]	-5%	-2%	-95%	COc1ccc(C2/C(=C(\O)c3ccc4c(c3)OCCO4)C(=O)C(=O)N2Cc2cccnc2)cc1 (configuration not stated)

Of the compounds above, three contain a Cl atom:
JMJD2A Tudor inh	BLM inh	Pol iota inh	Pin1 inh	GLS inhibitor	HP1b binding inh	BAZ2B block	Tb PGK inh	G9a inh	mol
6%	-3%	?	-2%	-6%	12%	-4%	-2%	20%	C/C(=N/NC(=O)CNC(=O)c1cccnc1)c1ccc(Cl)cc1
-20%	-2%	36%[activator]	-9%	2%	19%	2%	-8%	6%	CN(Cc1cnn(C)c1)Cc1nc(-c2ccc(Cl)cc2)no1
-20%	.	-4%	2%	2%	10%	?	6%	1%[2.33 µM]	CC(=O)c1c(C)[nH]c(C(=O)COC(=O)c2cccnc2Cl)c1C

Continued:
JMJD2A Tudor inh	BLM inh	Pol iota inh	Pin1 inh	GLS inhibitor	HP1b binding inh	BAZ2B block	Tb PGK inh	G9a inh	mol
6%	.	33%[activator]	-11%	-8%	38%	12%	-8%	19%[12.7 µM]	CCc1cc(Cn2nc(-c3ccccc3)cc2C(=O)NCCOC)on1
-15%	-4%	11%	-8%	28%	13%	2%	-2%	11%[59 µM]	COC(=O)C1C(=O)NC(SC)=C(C#N)C1c1ccccc1F (configuration not stated)
-2%	-1%	103%[activator]	1%	4%	15%	-2%	5%	?	COc1ccc(NC(=O)C2C3C=CC4(O3)C2C(=O)N(CCCN2CCCC(C)C2)C4C(=O)NC2CCCCC2)cc1 (configuration not stated)
3%	0%	0%	-15%	17%	24%	-39%	-3%	0.63µM*	Cc1ccnc(NC(=S)NC(=O)c2cncc(Br)c2)c1
-19%	-3%	4%	-1%	-6%	7%	12%	i	-2%[12.7 µM]	CCOCCCNS(=O)(=O)c1ccc(NC(=O)c2ccccc2)cc1
-1%	-1%	8%	0%	11%	22%	1%	16%	?	O=C(O)C1(c2ccccc2)CCN(S(=O)(=O)c2cccc(Cl)c2)CC1
0%	3%	125%[activator]	4%	2%	11%	-1%	2%	11%	Cc1ccc2c(COC(=O)c3c(C)noc3C)cc(=O)oc2c1
-16%	4%	-1%	-3%	2%	14%	-8%	i	8%[59 µM]	Cc1c(Cl)cccc1NC(=O)CCn1cnnn1
-10%	3%	64%[activator]	5%	1%	32%	?	-4%	-47%	COc1cc(C(=O)Nc2ccc(S(=O)(=O)Nc3cc(C)nc(C)n3)cc2)cc(OC)c1OC
-6%	5%	64%[activator]	-4%	-6%	36%	-11%	i	-28%	NC(N)=NN=C1CCCCCCCCCCC1
-8%	-1%	19%	6%	-14%	45%[activator]	-5%	i	7%	O=C(NC(=S)NCCc1ccccc1)c1ccco1
?	6%	-1%	-23%	4%	15%	?	-2%	-7%	COc1ccc(/C=N/N=C2/NC(=O)C(CC(=O)O)S2)cc1OCc1ccc(Cl)cc1 (configuration not stated)
5%	2%	7%	-6%	-2%	36%[activator]	1%	-4%	-5%[59 µM]	Cc1cccc(NC(=O)CCN2CC(C)OC(C)C2)c1 (configuration not stated)
-5%	-12%	-4%	1%	-11%	34%	-37%	-12%	-47%	Cc1cccc(C(C)C)c1NC(=O)c1c(-c2ccccc2)noc1C
-17%	0%	-3%	-3%	11%	16%	-3%	13%	-29%[59 µM]	O=C(COCc1cc(-c2cccs2)on1)Nc1cccc(O)c1
-35%	0%	-24%	-3%	-1%	14%	-19%	-4%	-11%	COc1ccc(NC(=O)C2CCCN2S(=O)(=O)c2ccc3c(c2)CCC(=O)N3)c(OC)c1 (configuration not stated)
5%	-6%	19%	-4%	-4%	48%[activator]	26%	-5%	-35%	COc1ccc(C)cc1NC(=O)CC(NC(C)=O)c1ccccc1 (configuration not stated)
-11%	2%	11%	-5%	4%	53%[activator]	?	5%	30%[12.7 µM]	CSc1nc(S(=O)(=O)c2ccccc2)c(Cl)s1
-3%	-5%	-26%	5%	-3%	22%	2%	3%	-24%[59 µM]	Cc1ccc2ncc(C(=O)Nc3ccc(OC(F)(F)F)cc3)c(=O)n2c1
-1%	1%	11%	0%	-5%	9%	-26%	-1%	64%[activator][59 µM]	COc1ccc(C)cc1NC(=O)CCC(=O)Nc1nnc(C(F)(F)F)s1
-15%	-10%	27%	1%	-10%	16%	-31%	-14%	-22%	Cc1cccc(C)c1NC(=O)Cn1c(=O)n(CCC(=O)NCc2ccco2)c(=O)c2sccc21
?	-7%	-16%	5%	-3%	1%	?	-2%	-12%	CCC/C(O)=C1\C(=O)CC(c2ccccc2)CC1=NCCc1c(C)[nH]c2ccc(C)cc12 (configuration not stated)
-5%	.	58%[activator]	-1%	5%	25%	4%	-1%	12%[12.7 µM]	CC1CC(C)(C)CC2(C1)NC(=O)N(CC(=O)Nc1ccc3[nH]c(=O)[nH]c3c1)C2=O (configuration not stated)
-21%	.	7%	3%	0%	23%	5%	i	16µM*	CCc1noc(C)c1C(=O)Nc1nc2ccc(F)cc2s1
-33%	-7%	1%	2%	10%	25%	?	3%	.	CCCC(c1nnnn1Cc1cccs1)N1CCN(C)CC1 (configuration not stated)
-9%	-4%	26%	-12%	14%	19%	-12%	9%	51%[activator]	CCCCn1c(N)c(N(CCOC)C(=O)COC(=O)c2ccccc2OCC)c(=O)[nH]c1=O
-19%	-4%	9%	0%	0%	18%	-3%	i	88%[activator]	CN(c1ccc(C(=O)Nc2cccnc2)cc1)S(=O)(=O)c1ccc(Cl)cc1
-18%[11.4 µM]	-12%	14%	0%	?	5%	-26%	-3%	?	C=CCNC(=S)NNc1nc(Nc2ccccc2)nc(N2CCCCC2)n1
0%	0%	-3%	4%	12%	39%	3%	-13%	-20%	CCCn1c(Sc2nc3c(c(=O)[nH]c(=O)n3C)n2CCC)nc2c1c(=O)[nH]c(=O)n2C
50%[activator]	.	17%	2%	5%	172%[activator]	.	i	.	O=C(Nc1ccccc1)OCCOc1ccc(Cl)cc1Cl
-4%	-3%	16%	-12%	-4%	68%[activator]	-13%[57.1 µM]	i	0%	COCCNC(=O)CN1C(=O)CSc2ccc(S(=O)(=O)N3CCOCC3)cc21
-9%	-5%	103%[activator]	-6%	9%	3%	5%	-3%	16%	CCc1cc2c(N[C@@H](Cc3ccccc3)C(=O)O)ncnc2s1

An excerpt. The share of hits here may be higher or lower than overall.
